MDM2 E3 inh = blocks human Mdm2 ubiquitin ligase activity; cell-based MDM2 ubiquitination luciferase reporter, 2 h; 0 = plate control, 100 = twice control, blank-subtracted; signal enhancement, % at 5 µM; 210,000 compounds, 0.11% hits; Q00987;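 active means signal enhancement of 30% or more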;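 further: luminescence tracks abundance of the self-degrading MDM2-luciferase fusion protein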
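system = mammalian cells stably expressing self-ubiquitinating, self-degrading MDM2 E3–luciferase fusion | quantity = 2000 cells per well seeded | incubation = 4 h cell settling then 2 h compound exposure, 37 °C | signal = SteadyLite luminescence, 15 min reagent step | benchmarks = plate control and blank wells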
PERK inhibitor = blocks human PERK kinase. CHO PERK-DD fusion, SEAP luminescence translation reporter. inhibition, % at 5.6 µM. AID 1416. 220,000 compounds, 0.17% hits;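 active means inhibition above the mean inhibition of all tested compounds plus 3 SD, set separately per screening campaign, cut at about 2.9% in these data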;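 further: PERK kinase domain activated by AP20187 dimerizer at 100 nM; 0% = DMSO with dimerizer and 100% = rapamycin at 8.4 µM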
Calpain2 inh = blocks pig calpain II enzyme activity; purified calpain II, fluorogenic peptide substrate, 30 min; inhibition, % at 16 µM; 220,000 compounds, 0.37% hits; AID 1236;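 active means inhibition above about 50%, limit read from the data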
eIF4E 4G PPI = inhibitors of eIF4E and eIF4G interaction in translation initiation | P63073+Q04637 | TR-FRET eIF4E-eIF4GI(517-606) binding, 2 h | inhibition, % at 21.7 µM | 220,000 compounds, 0.37% hits;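 active means inhibition above about 30%, limit read from the data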;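 further: 0% = full FRET control wells and 100% = background wells lacking eIF4GI fragment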
L929 necroptosis = L929 zVAD cell death inhibition | L929 zVAD necroptosis rescue, ATP luminescence, 24 h; with zVAD 60 µM | viability rescue, % at 10 µM | 220,000 compounds, 0.38% hits;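 active means activation, scaled between plate controls, above about 75%, limit read from the data; inactive means activation under that limit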;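 further: 0% = zVAD with DMSO and 100% = DMSO alone without zVAD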
EBV gp42 block = blocks Epstein-Barr virus glycoprotein 42 binding. 220,000 compounds, 0.42% hits. AID 1085. Q1HVG2. Fluorescence polarization binding assay, mP read-out. inhibition, % (tested at 21.74 µM); in the data active means inhibition above about 50%
Cl transport mod = modulates chloride dependent transport by human KCC2 | Q9H2X9 | KCC2 cells, thallium flux FluoZin-2 fluorescence | B-score of Tl+ flux slope (higher = more flux/activation; lower = inhibition) at 10 µM | 190,000 compounds, 2.2% hits;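 active means thallium flux slope and its plate-corrected score both differing from the plate sample mean at a set confidence after two filtering rounds, in either direction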;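 further: slope of fluorescence scaled to starting intensity during 10 to 20 s after thallium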
Target sequence (Q9H2X9 whole entry, looked up): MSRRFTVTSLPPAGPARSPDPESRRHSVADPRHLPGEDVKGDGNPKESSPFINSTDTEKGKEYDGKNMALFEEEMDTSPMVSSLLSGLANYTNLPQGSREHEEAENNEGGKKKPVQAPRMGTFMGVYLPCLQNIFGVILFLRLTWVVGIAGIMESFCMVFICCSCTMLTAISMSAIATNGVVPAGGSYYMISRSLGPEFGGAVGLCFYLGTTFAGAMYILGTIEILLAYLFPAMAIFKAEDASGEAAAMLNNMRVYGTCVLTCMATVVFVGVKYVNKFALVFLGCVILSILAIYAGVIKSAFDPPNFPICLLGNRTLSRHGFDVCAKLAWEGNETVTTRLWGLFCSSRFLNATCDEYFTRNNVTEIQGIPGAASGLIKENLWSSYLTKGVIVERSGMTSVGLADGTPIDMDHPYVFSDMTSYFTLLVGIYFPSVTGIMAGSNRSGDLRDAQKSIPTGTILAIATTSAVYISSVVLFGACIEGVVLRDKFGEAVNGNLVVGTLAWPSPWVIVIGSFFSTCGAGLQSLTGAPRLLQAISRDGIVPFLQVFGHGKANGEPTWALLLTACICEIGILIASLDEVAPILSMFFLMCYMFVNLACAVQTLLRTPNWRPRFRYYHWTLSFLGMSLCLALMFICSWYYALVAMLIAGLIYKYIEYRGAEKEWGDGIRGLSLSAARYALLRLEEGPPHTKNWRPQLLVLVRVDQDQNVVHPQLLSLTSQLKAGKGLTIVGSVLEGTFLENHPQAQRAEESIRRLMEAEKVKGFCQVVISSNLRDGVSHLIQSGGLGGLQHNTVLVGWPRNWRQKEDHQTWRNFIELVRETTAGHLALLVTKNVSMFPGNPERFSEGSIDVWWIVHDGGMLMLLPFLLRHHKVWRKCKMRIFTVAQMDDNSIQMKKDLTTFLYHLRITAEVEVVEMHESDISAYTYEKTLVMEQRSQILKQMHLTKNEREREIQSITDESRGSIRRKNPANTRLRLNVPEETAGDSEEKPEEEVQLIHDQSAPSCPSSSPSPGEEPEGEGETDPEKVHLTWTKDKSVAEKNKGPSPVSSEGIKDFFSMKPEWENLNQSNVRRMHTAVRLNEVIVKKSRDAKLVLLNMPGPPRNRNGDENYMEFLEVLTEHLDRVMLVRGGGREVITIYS
TNF death inh = blocks TNF-alpha induced death of Jurkat FADD-/- cells | 220,000 compounds, 0.068% hits | activation (protection from cell death), % at 10 µM | Jurkat FADD-/- TNF necroptosis rescue, ATP luminescence, 24 h; 0 = TNF only, 100 = no-TNF cells | AID 463075;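 active means activation, meaning protection from cell death, of at least 50% relative to plate controls; inactive means activation below 50%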;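 further: necroptosis triggered by 40 ng/mL TNF-alpha added together with compound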
Rad51 HR inh = Rad51 (human) homologous recombination inhibition | Q06609 | hRad51 DNA strand exchange, fluorescence dequenching | inhibition, % at 10 µM | 200,000 compounds, 0.085% hits | AID 1385;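 active means inhibition above 40% at the single screening dose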;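 further: 0% = DMSO control wells and 100% = blanks with heterologous ssDNA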
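Read-out basis: percent inhibition relative to plate controls and blanks / Assay system: human Rad51 nucleoprotein filaments preassembled on unlabelled ssDNA / Timing: filaments 15 min 37 °C, then compound 30 min / Control set: per-plate controls and blanks / Technique: fluorescence dequenching at 485/520 nm / Compound: 10 µM final, single point / Also added: Fluorescein- and BHQ1-tagged 47-mer duplex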
Active calls of the source: *; x = no result given; [ ] = remark or other dose.

SMILES	MDM2 E3 inh	PERK inhibitor	Calpain2 inh	eIF4E 4G PPI	L929 necroptosis	EBV gp42 block	Cl transport mod	TNF death inh	Rad51 HR inh
Cc1ccc(C2CC(=O)NC(SCC(N)=O)=C2C#N)s1 (centres undefined)	-13	0.9	-5	2	2.1	-2	-0.48	1.4	12
Cc1cc(-c2ccccc2)nc2oc(C(=O)NN)c(N)c12	-11	-0.1	-46	-4	0.4	-16	-0.63	-5.3	18
COc1ccc([C@@H]2Sc3cc(OC)ccc3N(CCN(C(C)C)C(C)C)C(=O)[C@H]2OC(C)=O)cc1	x	-1.2	14	-2	0.1	-12	0.29	-0.8	-23
Cc1ccc(-c2nnc(SCC(=O)N3CCCC3)o2)cc1C	-12	0.1	16	1	0.3	-15	0.11	-1.5	3
CCCCN(C)C(=S)Nc1ccsc1C(=O)OC	-17	0.0	13	-1	2.0	-2	0.39	0.3	8
CCOc1cccc(-c2nnc3sc(COc4ccc(OC)cc4)nn23)c1	-2	0.0	-11	-15	0.2	-2	-0.52	-1.3	2
CCOC(=O)C1=C(C)NC(SCC(=O)Nc2nc(C)cs2)=C(C#N)C1c1cccs1 (centres undefined)	-9	-0.5	-26	2[fluorescence artefact?]	1.0	5	x	1.3	x
CCOC(=O)c1nc(C)sc1-c1ccnn1S(=O)(=O)c1cccc(Cl)c1	-2	-0.8	-14	5	0.2	7	-1.9	0.1	-14
O=C(CC1SC(=NCc2ccccc2)NC1=O)Nc1ccccc1 (centres undefined)	-7	-0.1	18	5	1.0	-6	-1.5	1.7	x
COC(=O)c1c(NS(=O)(=O)c2cccs2)sc2c1CCCC2	8	-0.1	5	-5	0.1	-21	x	0.9	1
CCC(C)C(NC(=O)c1ccc(Cl)cc1)C(=O)O (centres undefined)	-10	0.3	4	-11	2.5	-21	0.29	0.2	-3
O=c1[nH]c(CSc2nnc3ccccn23)nc2cc(C(F)(F)F)ccc12	x	1.4	-34	2	0.2	1	0.71	0.0	x
CC(C)(C)c1nc(CN2CCOCC2)cc(CN2CCOCC2)c1O	-19	-1.6	23	8	0.2	-21	-3.2	0.3	-2
CCOC(=O)c1nn(-c2sc(C(=O)OC)c(C)c2C(=O)OC)cc1O	-9	0.4	12	-1	-0.2	-2	-0.79	-0.7	1
CCOc1ccc(NS(=O)(=O)c2ccc(NC(=O)C3CCCO3)cc2)cc1 (centres undefined)	-20	0.7	6	5	0.8	-22	0.0087	2.0	3

In the list so far, these have a Cl atom:
SMILES	MDM2 E3 inh	PERK inhibitor	Calpain2 inh	eIF4E 4G PPI	L929 necroptosis	EBV gp42 block	Cl transport mod	TNF death inh	Rad51 HR inh
CCOC(=O)c1nc(C)sc1-c1ccnn1S(=O)(=O)c1cccc(Cl)c1	-2	-0.8	-14	5	0.2	7	-1.9	0.1	-14
CCC(C)C(NC(=O)c1ccc(Cl)cc1)C(=O)O (centres undefined)	-10	0.3	4	-11	2.5	-21	0.29	0.2	-3

Further compounds follow:
SMILES	MDM2 E3 inh	PERK inhibitor	Calpain2 inh	eIF4E 4G PPI	L929 necroptosis	EBV gp42 block	Cl transport mod	TNF death inh	Rad51 HR inh
O=C(CCCCn1c(=O)c2ccccc2n(Cc2ccc(F)cc2)c1=O)NCc1ccco1	-2	-1.5	-7	-5	0.1	-23	x	-3.2	-10
Cc1ccc(-c2csc(Nc3ccc(S(N)(=O)=O)cc3)n2)o1	-15	1.2	-28	1	4.8	-1	-0.017	0.9	-16
FC(F)(F)c1cccc(Cn2nnnc2-c2cccc(C(F)(F)F)c2)c1	11	2.2	15	-3	-0.3	-11	-0.67	-2.7	2
CCCCCCCCS(=O)CCC(=O)O (centres undefined)	-4	0.0	18	2	1.7	2	-1.5	0.4	9
Cc1cccc(N2CCN(c3ccc(N4C(=O)CCCC4=O)cc3[N+](=O)[O-])CC2C)c1 (centres undefined)	-3	-0.1	-46	0	0.8	-6	-1.4	2.2	7
CC1(C)CC(=O)C2=C(C1)NC(Nc1nc3ccccc3o1)=NC21CCCCC1	-27	-0.1	-80	5	10	-26	x	4.6	-9
COc1cccc2sc(Nc3nc(C)c(C(C)=O)s3)nc12	-37	-0.4	x	x	16	x	16*	-0.5	-7
Cc1cc2nc(C)c(=O)n(C)c2cc1C	-51	0.7	-101	-1	1.5	-19	x	0.7	2
CCN1CCc2c(OCC(=O)N3CCc4ccccc43)cccc2C1=O	-8	0.5	-9	5	2.9	-2	-1.6	1.4	9
CCOC(=O)CSCC(NC(=O)OC(C)(C)C)C(=O)OCC (centres undefined)	-16	0.7	-18	6	-0.3	-8	-0.65	-3.8	-14
CCCOc1ccc(CSc2n[nH]c(C)n2)cc1	-23	0.8	-5	-5	-0.4	-10	-2.3	0.0	x
Cc1nn(-c2ccc(Cl)cc2)c(N)c1C(O)(CSc1nccn1C)C(F)(F)F (centres undefined)	-7	-0.3	-14	0	2.9	-15	-0.15	0.5	0
NC(=O)Cc1nc(-c2ccc(F)cc2)cs1	-7	0.7	-11	-2	0.3	-13	0.054	0.0	0
CCOc1ccc(C2C(C#N)=C(N)Oc3cc(C)[nH]c(=O)c32)cc1OC (centres undefined)	-9	0.9	1	-1	-0.2	-12	1.3	-0.2	13
COC(=O)c1ccc(C2C(Oc3ccccc3)C(=O)N2CCc2ccc(F)cc2)cc1 (centres undefined)	-9	-0.6	30	-3	-0.4	-16	x	0.2	2
Cc1ccnc(NC(=O)Nc2ccc3c(c2)N(C)C(=O)CS3)c1	-16	-0.7	-11	2	x	-30	-1	25	x
O=C(CCc1c[nH]c2ccccc12)N1CCN(c2ccc(F)cc2)CC1	x	1.2	4	1	-0.4	-19	-0.39	-0.4	x
O=C(CN1CCN(C(=O)c2ccco2)CC1)N1CCc2[nH]c3ccccc3c2C1	-8	0.7	-13	1	0.3	0	-0.71	-4.3	-57
CC(C)(CS(=O)(=O)[O-])NC(=O)CC[N+](C)(C)CCO	-6	1.6	9	-16	-0.1	-9	-1.3	-1.0	-29
CC(=O)Nc1cccc(NC(=O)c2cc(C)on2)c1	-16	0.4	20	4	-0.6	-21	0.3	0.6	3
CC(C)N(CCCNC(=O)CC1Oc2ccccc2NC1=O)Cc1ccccc1 (centres undefined)	-19	0.6	6	4	0.7	1	x	1.2	-4
CN(C)S(=O)(=O)c1cccc(N=C2NN=C(c3ccccc3)CS2)c1	-16	-0.5	6	-5	1.6	-11	0.081	-1.0	4
CCOC(=O)c1sc(NC(=O)Cn2nnc3sc4c(c3c2=O)CCC(C(C)(C)C)C4)nc1C (centres undefined)	3	1.3	-97	-5	0.3	-17	-0.72	3.4	8
Cn1c(=O)c2ncn(CC(=O)NCCC3=CCCCC3)c2n(C)c1=O	-16	0.4	13	-3	-0.2	0	0.029	-1.3	3
O=C(Cc1ccc(Cl)cc1)Nc1ccccc1C(=O)Nc1ccc(C(=O)O)cc1	3	0.7	-28	0	2.7	-6	0.021	2.1	-3
CCC(C)(C)n1nnnc1C(c1ccccn1)N1CCN(c2cccc(OC)c2)CC1 (centres undefined)	x	-0.9	-7	-4	x	-20	0.5	3.0	2
O=S(=O)(NCc1ccc(F)cc1)c1ccc2c(c1)OCCO2	-3	-0.3	9	0	-0.1	-9	-2.7	-2.8	-6
Cc1ccccc1-c1nc(P(=O)(c2ccccc2)c2ccccc2)c(N2CCOCC2)o1	-6	1.1	-10	2	1.5	-1	-2.4	0.5	13
CN(C)c1nnnn1Cc1ccccc1	7	0.1	-25	3	3.0	-17	0.44	-0.5	9
COC(=O)c1ccccc1NC(=O)C1CCN(S(=O)(=O)c2cc(OC)ccc2OC)CC1	-13	-1.7	-14	-17	-0.6	-2	-0.034	-0.7	5
Cc1ccc(NC(=O)CSc2cccc[n+]2[O-])c([N+](=O)[O-])c1	-5	0.9	-8	-1	1.9	-11	0.32	-0.2	-3
CSc1ccc(CN(C)CC(=O)Nc2ccccc2Br)cc1	-7	-0.3	22	0	-0.7	5	0.35	2.8	7
CCOc1ccc(NC(=O)CC2C(=O)N(c3ccc(OC)cc3)C(=S)N2Cc2ccccn2)cc1 (centres undefined)	-10	1.2	-34	3	1.1	1	0.79	0.7	2
O=c1[nH]cnc2ccccc12	1	1.9	-17	8	-1.2	-1	-0.2	-0.6	-2
CCOC(=O)c1[nH]c2ccccc2c1NC(C)=O	-9	x	-38	-15	-0.7	-4	-0.41	0.3	-15
CCN(CC)CCCOC(=O)c1ccc(OC)cc1O	-3	1.6	0	-3	-1.3	8	-3.7	0.7	7
CC(=O)Nc1ncc2c(n1)CC(c1ccco1)CC2=O (centres undefined)	7	1.0	-21	-6	0.0	2	x	0.3	-1
C=CCCCCCCCCc1nc(SCC(=O)O)n[nH]1	-6	3.0*	-18	3	0.6	-14	-0.028	1.6	x
CCCCOc1ccccc1C1CC(=O)NC2=C1C(=O)CCC2 (centres undefined)	-21	0.0	-5	3[fluorescence artefact?]	-0.3	-10	0.44	-16	x
COc1ccccc1NS(=O)(=O)c1cc(NC(=O)CCNC(C)=O)ccc1C	-1	0.4	-20	-1	1.0	-8	0.56	0.7	-4
CCOc1ccc(N=C2SC(C(=O)O)CC(=O)N2C)cc1 (centres undefined)	-16	1.7	2	0[fluorescence artefact?]	0.0	-7	0.049	-2.8	-9
CC1(C)N(O)CC(c2cccs2)=[N+]1[O-]	-11	-0.2	x	x	0.1	x	2.9*	0.7	5
COC(=O)CNC(=O)c1ccc(OC2CCN(C(=O)C3CC3)CC2)cc1	-15	0.9	-21	2	0.3	-4	1.5	1.1	x
O=C(/C=C/c1ccc(Cl)cc1Cl)NCc1ccncc1	-10	-0.7	19	3	0.8	-13	x	-3.8	7
CCOc1ccc(C(=O)CC(=O)C(=O)NCCc2ccc(OC)c(OC)c2)cc1	-4	-1.1	-8	14	1.2	2	0.68	1.3	2
O=C(NC1CCN(Cc2ccccc2)CC1)C1CCCN(S(=O)(=O)c2cccc3nonc23)C1 (centres undefined)	-15	-1.7	12	-5	0.0	-29	x	-2.9	-15
Cc1nc2ccccn2c1C(=O)C(=O)Nc1cc(F)ccc1F	-7	0.3	-6	1	1.7	8	-0.19	-1.3	x
COc1cc(C2NC(=O)NC(C)=C2C(=O)OC(C)C)ccc1OC(=O)c1ccco1 (centres undefined)	x	0.3	-15	2	-0.3	-15	-0.37	-0.6	5
Cc1ccsc1C1Nc2ccc3ncccc3c2C2=C1C(=O)CC(C)(C)C2 (centres undefined)	-20	-0.4	3	-8	0.2	-17	-2.5	-16	x
Cc1ccc2nc(-c3ccc(NC(=O)CSCC(=O)O)cc3)sc2c1	-24	2.1	-138	-1	1.0	-25	-2.6	0.7	-17
CCOC(=O)c1csc(NC(=O)c2ccc(N3C(=O)CCC3=O)cc2)n1	-14	0.7	9	0	0.8	8	-0.71	0.8	6
COc1ccc(-c2nn(C)c(=O)c3ccccc23)cc1NC(=O)Cn1nc(-c2ccccc2)c2ccccc2c1=O	-17	-0.8	-252	-61	0.2	-8	-1.2	-4.2	-2

Laid out differently: 2 of the compounds above
Cc1ccc2nc(-c3ccc(NC(=O)CSCC(=O)O)cc3)sc2c1
  MDM2 E3 inh = -24; PERK inhibitor = 2.1; Calpain2 inh = -138; eIF4E 4G PPI = -1; L929 necroptosis = 1.0; EBV gp42 block = -25; Cl transport mod = -2.6; TNF death inh = 0.7; Rad51 HR inh = -17
CCOC(=O)c1csc(NC(=O)c2ccc(N3C(=O)CCC3=O)cc2)n1
  MDM2 E3 inh = -14; PERK inhibitor = 0.7; Calpain2 inh = 9; eIF4E 4G PPI = 0; L929 necroptosis = 0.8; EBV gp42 block = 8; Cl transport mod = -0.71; TNF death inh = 0.8; Rad51 HR inh = 6
